M5 antag: human M5 muscarinic receptor antagonists, primary screen, CHO cells, Fluo-8 calcium fluorescence. Muscarinic acetylcholine receptor M5 (Homo sapiens), P08912. CHO-hM5 cells, ACh EC80. inhibition, % at 3 µM. 360,000 tested, 0.59% active. AID 624040, 2012;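 active = inhibition above a per-plate cutoff, the mean of that plate's test compounds plus 3 SD, cut at about 27% in these data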;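 note: 0% = acetylcholine EC80 with DMSO and 100% = DMSO without agonist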
CRFR2-BP ag: agonists of CRF-BP/CRF-R2 complex, primary screen, cell-based, HEK293, calcium dye fluorescence, uHTS | calcium dye fluorescence (FLIPR); percent of saturating CRF peptide response | activation, % at 13.2 µM | 350,000 tested, 0.46% active | AID 588473, 2011;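 active = activation of at least 50%, plus an integration ratio under a set limit after plate pattern correction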;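 note: plate controls were neutral control wells without compound for no effect and CRF at EC100 for full effect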
CHRM5 agonist: human M5 muscarinic receptor agonists, primary screen, CHO-K1 cells, Fluo-8 calcium fluorescence. Muscarinic acetylcholine receptor M5 (Homo sapiens), P08912. CHO-K1 hM5 cells; 0% DMSO wells, 100% maximal acetylcholine response. activation, % at 3 µM. 360,000 tested, 0.19% active. AID 624037, 2012;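 active = activation above the run's mean over test compounds plus 3 SD, cut at about 23% in these data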;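 note: signal is peak over basal fluorescence ratio across the kinetic read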
CHRM4 PAM: human M4 muscarinic receptor positive allosteric modulators, primary screen, CHO-K1 cells, Fluo-8 calcium fluorescence; CHO-K1 hM4/Gqi5, ACh EC20; 0% = ACh EC20, 100% = maximal ACh; AID 624126, 2012; 360,000 tested, 0.4% active; Muscarinic acetylcholine receptor M4 (Homo sapiens), P08173; activation, % at 3 µM;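 active = activation above its plate's cutoff, the mean activation of sample wells plus 3 SD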; note: some results filed as inactive read as strong as hits
Target sequence (P08173 whole entry, looked up): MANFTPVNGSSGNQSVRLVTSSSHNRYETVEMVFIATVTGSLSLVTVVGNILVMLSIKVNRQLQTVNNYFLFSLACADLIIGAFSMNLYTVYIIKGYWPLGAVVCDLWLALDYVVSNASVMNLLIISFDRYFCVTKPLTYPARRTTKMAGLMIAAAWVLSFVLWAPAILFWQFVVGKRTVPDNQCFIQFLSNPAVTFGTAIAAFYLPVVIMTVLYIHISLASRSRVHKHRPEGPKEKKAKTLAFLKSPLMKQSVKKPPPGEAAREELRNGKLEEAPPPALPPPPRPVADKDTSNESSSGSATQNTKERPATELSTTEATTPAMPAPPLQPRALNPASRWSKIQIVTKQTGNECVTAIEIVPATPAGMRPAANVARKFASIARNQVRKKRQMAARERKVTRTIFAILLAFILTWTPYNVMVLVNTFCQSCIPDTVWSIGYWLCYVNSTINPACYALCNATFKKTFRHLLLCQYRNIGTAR
CHRM5 PAM: human M5 muscarinic receptor positive allosteric modulators, primary screen, CHO-K1 cells, Fluo-8 calcium fluorescence. Muscarinic acetylcholine receptor M5 (Homo sapiens), P08912. CHO-K1 hM5, ACh EC20 PAM; 0% = ACh EC20, 100% = ACh EC100. activation, % at 3 µM. 360,000 tested, 0.3% active. AID 624038, 2012;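 active = activation above the run cutoff, the mean activation of all test compounds plus 3 SD, cut at about 18% in these data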
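Assay system: CHO-K1 hM5 cells. Also added: acetylcholine at EC20 concentration, added after compound. Dosing: 3 µM, single dose. Times: compound preincubation 140 s before EC20 acetylcholine addition. Signal: Fluo-8 calcium fluorescence. Measure: % activation relative to EC20 and EC100 ACh responses. Repeats: singlicate, one well per test compound.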
CRFBP-R2 block: antagonists of CRF-BP/CRF-R2 complex, primary screen, cell-based, HEK293, calcium dye fluorescence, uHTS. CRF-induced calcium fluorescence. inhibition, % at 11.8 µM. 350,000 tested, 0.59% active;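 active = inhibition of the ligand-induced calcium signal above about 50% at the single tested concentration, limit read from the data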
CHRM4 antagonist: human M4 muscarinic receptor antagonists, primary screen, CHO cells, Fluo-8 calcium fluorescence. AID 624125, 2012. Muscarinic acetylcholine receptor M4 (Homo sapiens), P08173. CHO-hM4 cells, ACh EC80. 360,000 tested, 0.73% active. inhibition, % at 3 µM;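 active = inhibition above its plate's cutoff, the mean inhibition of sample wells plus 3 SD, cut at about 27% in these data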;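 note: 0% = acetylcholine EC80 with DMSO and 100% = DMSO without agonist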
CHRM1 PAM: human M1 muscarinic receptor positive allosteric modulators, primary screen, CHO-K1 cells, Fluo-8 calcium fluorescence, 1536-well. Muscarinic acetylcholine receptor M1 (Homo sapiens), P11229. CHO-K1 hM1, ACh EC20; 0% = ACh EC20, 100% = maximal ACh. activation, % at 3 µM. 360,000 tested, 0.088% active. AID 588819, 2011; in the data active = activation above about 19%, passing the limit was not always enough
Target sequence (P11229 whole entry, looked up): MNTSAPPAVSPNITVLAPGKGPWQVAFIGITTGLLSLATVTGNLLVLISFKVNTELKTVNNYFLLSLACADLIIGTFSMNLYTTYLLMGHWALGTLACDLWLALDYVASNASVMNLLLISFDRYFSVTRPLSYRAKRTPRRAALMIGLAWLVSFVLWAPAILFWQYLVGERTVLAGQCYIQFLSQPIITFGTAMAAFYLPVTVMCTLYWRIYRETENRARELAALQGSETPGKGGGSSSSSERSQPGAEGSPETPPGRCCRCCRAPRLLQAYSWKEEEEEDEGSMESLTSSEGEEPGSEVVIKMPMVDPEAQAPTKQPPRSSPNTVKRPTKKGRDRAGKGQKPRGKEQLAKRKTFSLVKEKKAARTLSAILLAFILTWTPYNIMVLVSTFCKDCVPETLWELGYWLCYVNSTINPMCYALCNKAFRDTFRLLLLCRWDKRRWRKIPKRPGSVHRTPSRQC
CHRM4 agonist: human M4 muscarinic receptor agonists, primary screen, CHO-K1 cells, Fluo-8 calcium fluorescence. Muscarinic acetylcholine receptor M4 (Homo sapiens), P08173. CHO-K1 hM4/Gqi5; vehicle 0%, full acetylcholine response 100%. activation, % at 3 µM. AID 624127, 2012. 360,000 tested, 0.14% active;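 active = activation above the run mean over all test wells plus 3 SD, cut at about 32% in these data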;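 note: peak over basal fluorescence ratio per well then scaled between controls; 0% = DMSO wells and 100% = acetylcholine at EC100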
* hit, by the source's call; . = no result given. An unsorted share of the library. About 2.6% of those tested had a hit in this group.

SMILES	M5 antag	CRFR2-BP ag	CHRM5 agonist	CHRM4 PAM	CHRM5 PAM	CRFBP-R2 block	CHRM4 antagonist	CHRM1 PAM	CHRM4 agonist
COc1ccccc1NS(=O)(=O)c1cc(NC(=S)Nc2cc(C)cc(C)c2)ccc1Cl	0	0.7	3	0	0	-27	2	2	1
O=C(NNC(=S)NCc1ccccc1)c1ccc(OC(F)F)cc1	12	-0.1	1	6	-7	-9	-16	7	4
C[C@@H]1NC(=O)N[C@@H]1CCCCCC(=O)O	-3	0.7	-1	4	-1	5	-5	0	2
Cc1ccccc1C(=O)N1CCN(c2ccc([N+](=O)[O-])c(NCc3ccco3)c2)CC1	-4	-0.5	-6	0	4	-6	-3	0	1
CCN(C(=O)CSc1nnc(NCCOC)s1)c1c(N)n(Cc2ccccc2)c(=O)[nH]c1=O	20	-0.1	2	1	-5	5	2	10	1
Cc1cc(C)c(C(=O)COC(=O)c2nn(C)c(=O)c3ccccc23)cc1C	0	0.9	-1	3	0	6	-3	0	2
CCN(C[C@H]1N[C@@](C)(C(=O)OC)[C@H]2C(=O)N(C)C(=O)[C@@H]12)C(=O)c1ccc(C(C)(C)C)cc1	-2	0.3	2	-1	-2	-1	-8	-1	1
O=C1NC[C@H](CCCCN2C[C@H](Cc3ccc(O)cc3)N(CCc3ccc(O)cc3)C(=O)C2=O)N(CCc2ccc(O)cc2)C1=O	-15	.	4	0	8	.	-11	.	2
OCCOCCOc1ccc(-c2nn[nH]n2)cc1	4	-1.1	1	-7	-4	3	4	7	1
COC(=O)c1sc(S(=O)(=O)NCCC(=O)O)c(C(=O)OC)c1C	2	-1.4	2	4	7	5	-4	13	2
CN(C)Cc1n[nH]c(=O)c2ccccc12	-4	-1.7	-2	1	0	-1	2	2	1
Cc1ccc(C)c(OCC(=O)Nc2cc(C)on2)c1	-2	0.1	-1	3	-2	-18	-12	4	1
CS(=O)(=O)Nc1ccccc1C(=O)NCc1ccco1	3	-0.4	-5	7	-11	18	-4	9	0
COc1cc(O)c2c(=O)c3c(O[C@H]4O[C@@H](CO)[C@H](O)[C@@H](O)[C@@H]4O)ccc(O)c3oc2c1	0	-2.2	1	8	4	-2	2	9	2
CC(=O)/C(=N\Nc1ccc(Cl)cc1Cl)Sc1cccc2cccnc12	17	4.2	-3	5	-1	17	12	5	0
COCC(=O)N1CCC(Oc2ccc(C(=O)N(C)CCCC3CCCC3)cc2)CC1	-8	-1.3	4	-1	-1	-1	-2	3	11
CCOc1ccc2nc(NCCNC(=O)Nc3cccc(C)c3)c(C#N)cc2c1	3	3.8	-2	-5	-4	-7	-3	4	2
CCCCCCc1c(O)nc(SCCN2CCOCC2)[nH]c1=O	-10	-0.2	3	20	17	16	-4	11	1
Cc1nc2c(Br)cc(Br)cc2c(=O)n1-c1ccccc1NC1OCC(O)C(O)C1O (configuration not stated)	0	-4.6	2	2	-1	0	-17	14	0
O=C(CSc1cccs1)Nc1ccc2ccccc2c1	-5	3.5	-4	-8	-5	-7	-1	-5	12
Cc1ccc(NC(=O)C2CCN(S(=O)(=O)c3ccc(F)cc3)CC2)cc1	4	0.5	-2	-11	-3	-12	6	3	5
CCOc1ncccc1C(=O)OCC(=O)Nc1ccc2c(c1)OCO2	-5	-0.4	-1	3	1	-11	2	5	1
O=C(c1ccco1)N1CCN(C(=O)c2ccc(CS(=O)c3cccc(Cl)c3)o2)CC1 (configuration not stated)	8	-0.1	-3	-3	-3	25	-4	2	4
O=C(Nc1nnc(C2CCCCC2)s1)c1cccs1	-13	14	6	1	12	-115	7	1	-1
Cc1ccc(C(C)C)c(OCCOCCN2CCNCC2)c1	6	0.5	-7	-2	0	15	13	5	1

Three structures already listed, sorted by SMILES length, highest first:
SMILES	M5 antag	CRFR2-BP ag	CHRM5 agonist	CHRM4 PAM	CHRM5 PAM	CRFBP-R2 block	CHRM4 antagonist	CHRM1 PAM	CHRM4 agonist
COC(=O)c1sc(S(=O)(=O)NCCC(=O)O)c(C(=O)OC)c1C	2	-1.4	2	4	7	5	-4	13	2
CC(=O)/C(=N\Nc1ccc(Cl)cc1Cl)Sc1cccc2cccnc12	17	4.2	-3	5	-1	17	12	5	0
Cc1ccc(C)c(OCC(=O)Nc2cc(C)on2)c1	-2	0.1	-1	3	-2	-18	-12	4	1

Next part.
SMILES	M5 antag	CRFR2-BP ag	CHRM5 agonist	CHRM4 PAM	CHRM5 PAM	CRFBP-R2 block	CHRM4 antagonist	CHRM1 PAM	CHRM4 agonist
CC(C)C(c1nnnn1C1CCCCC1)N1CCOCC1 (configuration not stated)	5	-0.5	0	3	-2	9	4	8	0
O=C(c1c(F)cccc1F)N1CCC(O)(c2ccc(F)cc2)CC1	-4	-2.8	7	-2	6	7	2	3	1
COc1cccc(N(C(=O)c2snc(C(N)=O)c2N)C(C(=O)NCC2CCCO2)c2c[nH]c3ccccc23)c1 (configuration not stated)	7	0.1	-1	-4	1	-4	3	8	5
C/C(=N\Nc1nc(-c2ccccc2)cs1)c1cccs1	-6	-1.9	0	10	2	6	-8	2	0
CC(=O)NC(NC(C)=O)c1ccc(Br)cc1	0	5.1	0	24	-2	10	-16	10	1
CCOc1ccc(CN2CCN(Cc3ccon3)CC2CCO)cc1 (configuration not stated)	17	-1.0	-3	-1	-7	-3	5	8	2
CCC(=O)N1N=C(c2cccs2)CC1c1ccc(C)cc1 (configuration not stated)	7	-1.0	-4	0	-7	-5	-6	-8	-1
COc1ccc(-n2c(COc3ccccc3)nnc2SCc2ccc(C#N)cc2)cc1	10	0.7	-4	-6	-7	37	6	-10	-1
COc1ccc(/C(N)=N/OC(=O)c2cccs2)cc1OC	0	2.3	-7	-3	-3	-5	-8	7	2
CC(=O)c1ccc(OCCn2cnc3ccccc32)cc1	-6	-0.6	2	-2	-4	4	9	11	2
CCOc1ccc(/C=N/Nc2cc(N3CCOCC3)ncn2)c(O)c1	6	-1.4	0	2	-5	15	4	10	1
COc1ccc(C(=O)Nc2cccc(-c3ccc4nncn4n3)c2)cc1	-1	2.6	1	-8	-7	-11	-12	0	6
O=C(CCSc1ccccc1)N1CCCC1	-11	0.7	0	4	1	0	-8	3	1
NC1=NC[C@H](Cc2ccccc2)N1CCc1cccc(F)c1	6	-0.5	-11	1	-2	21	18	1	0
CCOc1ccc(S(=O)(=O)N2CCN(C(=O)c3oc4ccc(OC)cc4c3C)CC2)cc1	1	-0.9	1	-8	-5	7	6	0	1
CCOC(=O)c1sc(NC(=O)c2cccnc2)c(C#N)c1C	-1	0.5	6	0	-5	49	-14	6	1
CCn1ncc(S(=O)(=O)NCc2ccco2)c1C	4	0.0	-3	-1	-1	-3	-2	3	1
O=C(Nc1ccc(OC(F)F)cc1)c1cc[n+]([O-])cc1	8	-0.3	-1	11	-3	-10	-3	4	1
CCC(C)N(C)Cc1cccc(C2(O)CCN(S(=O)(=O)c3ccc(F)c(C)c3)CC2)c1 (configuration not stated)	20	-3.7	-8	-41	-19	3	66*	-27	0
CN(c1ccc(C(=O)N2CCOCC2)cc1)S(=O)(=O)c1ccc(Cl)cc1	11	-0.7	-3	1	-8	3	-4	8	2
O=C(COC(=O)c1ncc(Cl)c(Cl)c1Cl)Nc1ccccc1OC(F)F	-9	3.5	-2	-5	7	6	0	2	2
CCOc1cc(NC(=O)c2ccco2)c(OCC)cc1NC(=O)Cc1cccc(OC)c1	-10	-0.1	-3	11	-8	-11	-7	16	1
O=C(Nc1nc2cc(Cl)ccc2s1)C1CCCN(S(=O)(=O)c2cccc3cccnc23)C1 (configuration not stated)	4	1.4	1	0	-1	-23	12	6	1
Cc1cc2nnc(SCC(=O)Nc3cccc(S(=O)(=O)N4CCOCC4)c3)n2c2ccccc12	-2	-1.0	-3	-8	4	-7	5	-4	4
Cc1ccccc1C1CC(=O)c2ccccc2C1C (configuration not stated)	1	-2.4	-4	0	3	9	-17	7	-2
Later entries:
SMILES	M5 antag	CRFR2-BP ag	CHRM5 agonist	CHRM4 PAM	CHRM5 PAM	CRFBP-R2 block	CHRM4 antagonist	CHRM1 PAM	CHRM4 agonist
O=C(NCC1CCCN(Cc2cccc(F)c2)C1)c1cccc2ccccc12 (configuration not stated)	-2	-0.4	-12	-4	13	-6	3	9	0
COc1ccc(Cl)cc1C(=O)NNC(=O)CSc1nnnn1C	-6	-0.7	1	-10	0	6	8	0	0
C/C=C/c1ccc(OCC(=O)Nc2ccc(OC)c(OC)c2)c(OC)c1	15	-1.1	-3	1	-12	10	-18	2	7
COc1ccc(OC)c(NC(=O)CSc2ncccc2C(=O)O)c1	-5	-1.0	-3	0	1	1	8	7	1
Cc1ccc(-n2c(C)cc(C)c(C#N)c2=O)cc1Cl	-6	-0.2	-3	0	0	-1	-4	-6	1
CCOC(=O)C1=C(O)C(=O)N(Cc2cccnc2)C1c1ccc(OC)cc1 (configuration not stated)	-4	-3.8	1	7	8	11	-9	12	1
CC(C)=CCC[C@H](C)C[C@@H]1CC2=C(C(=O)OC(C)(C)O2)[C@H](c2ccc(Cl)cc2)O1	1	.	2	-4	2	.	2	-7	-1
Cc1ccc(NC(=O)c2cn(CCC#N)nc2-c2cccs2)c([N+](=O)[O-])c1	0	0.6	-2	8	-3	-1	1	3	3
CCOc1ccc(NC(=S)Nc2ccc(OCC)cc2)cc1	-19	-1.7	1	-6	11	-15	-1	10	1
CCCNC(=O)C1CCCN(S(=O)(=O)c2ccc3c(c2)CC(C)N3C(=O)C2CC2)C1 (configuration not stated)	-4	-4.1	0	1	-7	23	-10	6	2
CCOC(=O)c1cnc(-n2nc(C)cc2C)nc1NC1CCCC1	10	-1.5	-2	-13	-15	2	2	-16	9
C(=N\Nc1nc2ccccc2s1)/c1cccs1	-12	7.5	1	-1	3	-33	-3	3	0
CCn1ccnc1CN(C)Cc1cn(-c2ccc(C)cc2)nc1-c1ccc(F)cc1	-13	0.8	-1	-7	-1	-10	-1	4	1
COCCc1nc2ccc(C(=O)NCc3cccc(-n4cccn4)c3)cc2o1	-1	5.5	0	1	-3	1	-24	2	14
COc1cccc(C2=CC(=O)C[C@H](c3ccc4c(c3)OCO4)C2)c1OC	6	-0.5	-4	-8	-15	7	-3	-4	12
O=C(COC(=O)c1ccc(Br)o1)Nc1nc2c(F)c(F)c(F)cc2s1	-16	-0.9	7	8	7	14	3	18	1
Cn1c(C(C#N)/C(=N\S(=O)(=O)c2cccs2)c2ccccc2)nc2ccccc21 (configuration not stated)	13	-1.5	-1	11	-3	17	0	0	-1
COc1ccc(S(=O)(=O)Nc2cc(C)on2)cc1NC(C)=O	-2	-0.5	1	6	-1	4	4	9	2
O=C1NC(c2ccc(Cl)c([N+](=O)[O-])c2)Nc2ccccc21 (configuration not stated)	13	2.5	-4	5	-5	-15	-2	8	5
O=C(Nc1ccccc1)Nc1sccc1-c1nc2ccccc2s1	-2	1.0	6	-9	-4	-20	1	7	2
Cn1c(C(=O)N2CCCc3ccccc32)cc2sccc21	-5	0.7	-2	6	-7	-1	-9	12	3
